# Assay outcomes: PubChem BioAssay, The Scripps Research Institute Molecular Screening Center
# TEAD-YAP inh = TEAD-YAP interaction inhibition | HEK-TIYL cells, TEAD-Gal4/YAP UAS-luciferase luminescence | inhibition, % at 9.12 µM | 640,000 tested, 1.4% active | AID 1259422; in the data active means inhibition above about 32%;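 further: 0% = median of test compound wells and 100% = reference inhibitor wells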
# GPR151 ag = activates the human receptor GPR151 | Q8TDV0 | PathHunter beta-arrestin GPR151 cells, luminescence | activation, % at 11.2 µM | 650,000 tested, 1% active | AID 1508602; in the data active means activation above about 4.9%;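 further: 0% = median of compound wells and 100% = cells with positive control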
# Target sequence (Q8TDV0 whole entry, looked up): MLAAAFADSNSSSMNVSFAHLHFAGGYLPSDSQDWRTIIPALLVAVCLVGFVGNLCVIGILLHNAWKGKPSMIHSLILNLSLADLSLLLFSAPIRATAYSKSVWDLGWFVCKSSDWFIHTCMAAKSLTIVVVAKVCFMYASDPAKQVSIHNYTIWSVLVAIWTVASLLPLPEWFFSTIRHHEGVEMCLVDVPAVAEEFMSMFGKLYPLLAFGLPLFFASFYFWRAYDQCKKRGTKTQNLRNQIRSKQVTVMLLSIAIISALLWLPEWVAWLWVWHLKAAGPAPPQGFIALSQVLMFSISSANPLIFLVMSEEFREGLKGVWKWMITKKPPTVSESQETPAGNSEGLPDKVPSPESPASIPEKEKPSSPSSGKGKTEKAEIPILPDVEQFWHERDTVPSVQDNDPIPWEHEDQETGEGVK
# FBW7 activator = human FBW7 E3 ligase activation, primary screen; AlphaScreen FBW7–phospho-cyclin E peptide binding, activator screen; Q969H0; 650,000 tested, 0.13% active; normalized activity (activation), % at 26.1 µM; in the data active means normalized activity above about 1.9%;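 further: purified mutant Fbw7 with reduced substrate affinity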
# MITF primary = blocks human microphthalmia-associated transcription factor | O75030 | AlphaScreen MITF homodimerization, bead proximity signal | inhibition, % at 2.6 µM | 650,000 tested, 0.91% active | AID 1259374; in the data active means inhibition above about 50%;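 further: 0% = vehicle wells with protein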
# Target sequence (O75030 whole entry, looked up): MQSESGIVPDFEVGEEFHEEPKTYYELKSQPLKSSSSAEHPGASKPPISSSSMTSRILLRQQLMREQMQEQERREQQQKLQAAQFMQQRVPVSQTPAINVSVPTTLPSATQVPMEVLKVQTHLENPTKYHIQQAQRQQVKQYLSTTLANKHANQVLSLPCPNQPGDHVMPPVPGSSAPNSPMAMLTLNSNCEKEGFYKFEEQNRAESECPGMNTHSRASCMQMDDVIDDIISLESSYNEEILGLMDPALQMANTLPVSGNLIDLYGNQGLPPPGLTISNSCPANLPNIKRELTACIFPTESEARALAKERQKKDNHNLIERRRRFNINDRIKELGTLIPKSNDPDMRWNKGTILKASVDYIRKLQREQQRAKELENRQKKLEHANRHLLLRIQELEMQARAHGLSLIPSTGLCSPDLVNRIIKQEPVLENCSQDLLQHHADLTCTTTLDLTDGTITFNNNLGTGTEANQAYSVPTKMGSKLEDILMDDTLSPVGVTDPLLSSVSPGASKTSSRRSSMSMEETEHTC
# * hit, by the source's call.
Molecule,TEAD-YAP inh,GPR151 ag,FBW7 activator,MITF primary
CCCCC(Sc1nc(N)c(NC(=O)c2ccccc2)c(=O)[nH]1)C(=O)O (stereo not drawn),12,0.7,-0.1,-7
Cc1nc(N2CCC(C)CC2)c2c(C)c(C(=O)Nc3cccc(Cl)c3)sc2n1,-3,0.1,0.1,5
CN(Cc1ccccc1)S(=O)(=O)c1ccc(N)cc1,-16,1.5,0.0,2
CCCc1cc(NCc2ccco2)n2c(nc3ccccc32)c1C#N,-4,-0.2,-0.1,0
CC(O)c1nc2ccccc2n1C1CCCCC1 (stereo not drawn),-2,1.3,0.0,-5
O=C(COc1ccc(Cl)cc1Cl)NCCN1CCN(c2ccccc2)CC1,6,1.3,0.3,10
O=c1[nH]c2cc3c(cc2cc1CN(CCO)Cc1nnnn1Cc1ccccc1)OCO3,-3,0.2,-0.1,-6
COc1ccc(CN2C(=O)CN=C2Nc2ccccc2)cc1,-15,0.2,0.1,8
Cc1ccccc1Cn1c2ccccc2c2cnn(CC(=O)NC(C)C)c(=O)c21,-3,-0.6,-0.1,-1
CCc1cccc(C)c1NC(=O)Cn1nc(C)n2cccc2c1=O,3,-1.6,-0.1,0
Clc1ccc(-c2nnc3ccc4ccccc4n23)c(Cl)c1,-12,2.8,0.0,3
COc1cccc(C(=O)OCC(=O)/C=C2/N(C)c3ccccc3C2(C)C)c1OC,3,-0.2,0.2,9
COCCCNC(=O)c1c[nH]c2ccc(S(=O)(=O)N3CCc4ccccc43)cc2c1=O,26,0.6,0.0,18
CCn1c(SCC(=O)Nc2cc(C)cc(C)c2)nnc1C1CC1,4,1.4,0.0,10
O=C(O)Cc1sc(Nc2ccc(C(=O)O)cc2)nc1-c1ccc(Cl)cc1,-10,-0.4,-0.1,1

Molecule,TEAD-YAP inh,GPR151 ag,FBW7 activator,MITF primary
O=C1C(=Cc2cn(CC(=O)N3CCOCC3)c3ccccc23)C(=O)c2ccccc21,6,1.8,0.2,5
O=C(NCc1ccco1)c1ccc(N2CC3CC(C2)c2cccc(=O)n2C3)c(NS(=O)(=O)c2ccc(Cl)cc2)c1 (stereo not drawn),1,-0.1,0.0,19
CCCCCn1c(SCC(=O)C(C)(C)C)nc2cc(C(=O)NCCC3=CCCCC3)ccc2c1=O,13,-0.5,0.1,3
COC(=O)COc1ccc(NC(=O)CSc2ccc(Cl)cc2)cc1,-5,2.4,-0.2,-8
COc1ccccc1N1CCN(C2CCCN(C(=O)CN3CCCC3=O)C2)CC1 (stereo not drawn),19,2.6,-0.2,5
O=C(CSCc1nc2ccccc2[nH]1)Nc1ccccc1,-10,-0.6,-0.1,9
COc1cccc(C2NC(Cc3ccccc3)(C(=O)O)C3C(=O)N(C(C)C)C(=O)C23)c1O (stereo not drawn),12,-0.3,-0.1,4
Cc1ccc(NC(=O)CSC(N)=O)cc1,11,1.2,0.7,2
COCCCNC(=O)c1nnc(-c2cccc(Cl)c2)o1,-36,-0.8,-0.1,-6
O=C(CN1C(=O)COc2cc(S(=O)(=O)NC3CCCC3)ccc21)NC1CCCC1,3,-0.1,0.0,-15
Cc1cccc(C)c1NC(=O)C1CCN(c2nnnn2-c2ccccc2)CC1,-9,0.0,0.0,-5
Cn1cnc2nc(SCc3ccccc3)[nH]c(=O)c21,-11,-0.5,0.0,-20
CC(C)C[C@H]1NC(=O)[C@@H]2C[C@H](NCc3ccsc3)CN2C1=O,11,1.3,-0.1,-2
CCCCOc1c(Cl)cc(C2NC(=O)NC(C)=C2C(C)=O)cc1OCC (stereo not drawn),-4,-0.7,-0.1,-2
CCc1cccc(N(C(=O)c2csnn2)C(C(=O)NC(C)(C)CC)c2ccncc2)c1 (stereo not drawn),-4,-0.3,0.0,-6

Molecule,TEAD-YAP inh,GPR151 ag,FBW7 activator,MITF primary
COc1ccc(-n2cc(C(=O)NC3CCCCCC3)c3ccccc3c2=O)cc1,-6,2.2,-0.1,6
COC(=O)c1ccccc1NC(=O)CSc1nc2ccsc2c(=O)n1CCCC(=O)NCc1ccc2c(c1)OCO2,-2,-1.2,0.0,12
COc1cccc2c1OCCCN(c1nncc(-c3ccc(Cl)cc3)n1)C2,-1,1.2,-0.1,7
COCCn1c(SCc2ccccc2F)nc2cc(C(=O)OC)ccc2c1=O,6,-1.4,0.0,10
O=C(NC(=S)Nc1ccc2oc(-c3ccc(I)cc3)nc2c1)c1ccco1,-26,-0.2,0.9,-4
COc1cc2nc3c4ccccc4n(CCC(C)C)c3nc2cc1OC,-7,0.2,0.6,5
C=C(C)CSc1nc2sc3c(c2c(=O)n1Cc1ccccc1)CC(C)(C)OC3,-18,-0.9,-0.1,-8
COc1cccc(N2C(=O)/C(=C/c3cccn3C)C(=O)NC2=S)c1,9,-1.4,0.6,33
OCCNc1nc(N2CCc3ccccc3C2)nc2c1ncn2C1CCCCC1,-8,-1.6,0.4,21
CC(C)CNS(=O)(=O)c1cc(C(=O)O)c(Cl)cc1Cl,0,-0.8,-0.1,2
O=C(NCCSCc1ccccc1)c1ccc(N2CC3CC(C2)c2cccc(=O)n2C3)c(NC(=O)c2ccccc2Br)c1 (stereo not drawn),0,0.0,0.0,-1
CN(C(=O)CN1CCC2(CC1)CC(=O)c1ccccc1O2)C1CCCCC1,-1,0.2,0.0,13
Cn1c(=O)c(=O)n(C)c2cc(S(=O)(=O)N3CCOc4ccc(Cl)cc43)ccc21,1,-1.5,0.1,4
Cc1cc(=O)c(C(=O)O)nn1-c1ccccc1[N+](=O)[O-],4,-0.1,0.1,-16
CCCCSc1nnc2c(n1)OC(C)Nc1ccccc1-2 (stereo not drawn),-6,0.7,0.0,18

Molecule,TEAD-YAP inh,GPR151 ag,FBW7 activator,MITF primary
Cc1noc(C2CN(C(=O)Cn3c(=O)oc4ccccc43)C2)n1,3,0.7,-0.1,13
CCOC(=O)N1CCN(c2cccc(C)c2C)CC1,1,-0.5,0.1,0
Cc1ncn(-c2ccc(Nc3nccc(-c4ccc(N5CCC6(CC5)OCCO6)c(C#N)c4)n3)cc2)n1,-1,-0.8,-0.1,-7
COc1cc(C)c(C)cc1S(=O)(=O)Nc1cccc(-c2ccc(N3CCCC3)nn2)c1,-11,0.6,0.1,-8
O=C(c1cc2cc([N+](=O)[O-])ccc2s1)N1CCc2ccccc21,-14,2.9,-0.1,13
Cn1cnn(CN2CCC(Cc3ccccc3)CC2)c1=S,10,-0.7,-0.1,-16
O=C(NCCCO)/C(=C/c1cccc([N+](=O)[O-])c1)NC(=O)c1ccco1,3,-0.1,0.6,14
O=C1NC(=O)C(=Cc2ccc(-c3ccc(O)c([N+](=O)[O-])c3)o2)C(=O)N1,14,3.8,0.1,46
CCNc1nc(Nc2ccc(N3CCOCC3)cc2)c2ncn(Cc3ccc(C(F)(F)F)cc3)c2n1,0,-1.3,0.0,10
COCC(=O)Nc1cc(CNC(=O)c2ccc3ccccc3n2)cc(C(=O)OC)c1,2,1.3,-0.1,8
CCOC(=O)c1c(-c2ccc(C)s2)csc1N,15,0.2,-0.1,-14
Cc1ccc(CNc2nc(CN3CCCCC3c3cccnc3)nc3ccccc23)o1 (stereo not drawn),-5,2.1,-0.7,8
CCN1C(=O)c2ccc(C(=O)Nc3ccc(C(=O)O)cc3)cc2C1=O,0,-1.6,0.1,0
Cc1cccc(OCC(=O)Nc2cccc(C(=O)Nc3ccccc3C(=O)O)c2)c1,9,-1.3,0.1,15
COc1ccc(CCNC(=O)Cc2csc(SCc3ccc(F)cc3)n2)cc1OC,3,-0.7,-0.1,1

Molecule,TEAD-YAP inh,GPR151 ag,FBW7 activator,MITF primary
O=C(CCc1ccccc1)NCC1(c2cccs2)CC1,-9,-1.2,0.1,-16
CC1CCCCC1NC(=O)Cn1c2ccccc2n2c(=O)n(CC(N)=O)nc12 (stereo not drawn),-2,2.7,0.0,8
Cc1cc(C)c2cc(C#N)c(SCC(=O)Nc3ncc(C)s3)nc2c1,-3,-0.5,-0.1,16
CCOc1cc(CO)ccc1OCc1ccc(C)cc1,-14,1.3,0.0,20
Cc1ccccc1Nc1nc(N2CCOCC2)c2ccccc2n1,12,-0.3,0.0,-7
COc1cc(Br)cc(CNc2ccc3c(c2)OCCO3)c1O,-18,-0.6,-0.2,5
CCCCN1C(=O)N(C)C2C1N(C)C(=O)N2CCCC (stereo not drawn),-4,1.6,0.0,9
COc1cccc(/C=c2\sc3nc(-c4ccc(OC)c(OC)c4)nn3c2=O)c1,10,1.4,-0.1,-2
CCOC(=O)c1ccc(NC(=O)C2C(=O)CN(c3ccccc3)C2=O)cc1 (stereo not drawn),2,0.4,-0.1,15
O=C(O)c1cc2sccc2n1Cc1ccc(F)cc1,14,0.7,0.1,8
CS(=O)(=O)N1CCC(c2ccc3c(c2)OCO3)CC1,12,1.1,0.0,6
CCCCN1C(=O)NC(=O)/C(=C\c2ccc(N3CCCC3)cc2)C1=O,9,3.4,-0.1,10
Cc1ccc(-c2cc(C(=O)Nc3ccc(Cl)c(Cl)c3)c3ccccc3n2)cc1,-39,0.2,0.2,13
COC(=O)Cn1c(O)c(N=NC(=O)c2ccccc2O)c2ccccc21,2,1.1,1.0,4
Cc1ccc(C)c(-c2csc(NC(=O)c3ccn(C)n3)n2)c1,-23,-1.0,0.4,3

Molecule,TEAD-YAP inh,GPR151 ag,FBW7 activator,MITF primary
COc1ccc(CN[C@H]2C[C@@H](C(=O)NCCc3ccccc3F)N(CC(C)C)C2)cc1O,-9,-0.3,-0.1,8
COc1ccc(NC(=O)C2=C(C)NC(=S)NC2c2ccc(F)cc2)c(OC)c1 (stereo not drawn),1,-0.6,-0.1,3
Cc1cc(OCCCCNCCO)cc(C)c1Cl,7,-0.3,0.2,25
CCOC(=O)c1nc(Nc2ccc(Br)cc2C)c2ccccc2n1,-9,0.2,0.1,12
Cc1ccccc1C(=O)Nc1sc2c(c1C(=O)N1CCN(Cc3ccccc3)CC1)CCCC2,13,0.2,-0.4,7
COc1ccc(NC(=O)c2c(C)[nH]c(C(C)=O)c2C)c(OC)c1,-9,-0.4,-0.3,-10
COCCCNC(=O)Cn1cnc2sc(C(=O)NC(C)C)c(C)c2c1=O,3,-0.5,-0.1,-3
CCN(CC)S(=O)(=O)c1ccc2c(c1)c(=O)c(C(=O)N1CCCC1)cn2C,-12,-0.8,0.5,-11
COc1cccc(NC2=NCC(=O)N2c2ccccc2)c1,0,0.6,-0.1,14
Nc1cccc(Oc2c(F)c(F)c(Oc3cccc(N)c3)c(F)c2F)c1,-8,-2.1,0.2,0
COc1ccc(N(CC(=O)Nc2cccc([N+](=O)[O-])c2C)S(C)(=O)=O)cc1Cl,8,0.9,0.0,8
COC(=O)c1c(NC(=O)c2ccc(OCc3ccccc3Cl)c(OC)c2)sc(C)c1C,-8,-0.3,0.0,2
CC(=O)c1cccc(N(CC(=O)NCCSC2CCCCC2)S(C)(=O)=O)c1,9,-1.7,-0.2,1
CC(C)c1ccc(NC(=O)C(c2ccccc2)N2CC(=O)Nc3ccccc32)cc1 (stereo not drawn),2,2.3,-0.1,-5
COc1ccc(/C=N/NC(=O)COc2cccc3ccccc23)cc1O,14,1.0,0.1,17

Molecule,TEAD-YAP inh,GPR151 ag,FBW7 activator,MITF primary
Cc1cccc(C(=O)Nc2ccc3oc(-c4cccc5c(Br)cccc45)nc3c2)c1,-4,-1.8,-0.1,4
O=C(NCc1ccccc1)c1cc2ccccc2oc1=Nc1ccc(Cl)cc1Cl,-6,-1.0,-0.1,3
COc1cc(/C=C(\C#N)C(=O)Nc2ccc(Cl)cc2)cc([N+](=O)[O-])c1O,8,-1.2,0.9,23
COc1ccccc1NC(=O)C1CCCC1,0,-0.1,0.1,14
Cc1cc2cc(CNC(=O)C3CCCCC3)ccc2[nH]1,-6,-0.4,0.1,20
O=C(Nc1ccc(NC(=O)c2cccc(S(=O)(=O)N3CCCCCC3)c2)cc1)c1ccccc1,-4,0.5,0.7,10
COC(=O)CC1=NN(c2nc3ccccc3s2)C(=O)C1,15,-0.5,-0.2,0
O=C(NNC1OC(CO)C(O)C(O)C1O)c1cccc(Br)c1 (stereo not drawn),-54,1.2,0.2,-9
COc1ccccc1OCC(=O)Oc1ccc(C(C)=O)cc1,-4,-0.5,0.6,23
COCc1c(C(=O)N/N=C/c2ccc3c(c2)OCO3)nnn1-c1nonc1N,-2,-1.1,0.7,15
O=C(O)C(NS(=O)(=O)c1cccc2cccnc12)c1ccccc1 (stereo not drawn),-2,-0.5,0.2,0
CCOc1ccc(NS(=O)(=O)c2c(F)cccc2F)cc1OCC,4,-0.1,-0.2,7
O=C(O)CCN1CCN(c2ccccc2F)CC1,3,-0.1,0.1,14
COC(=O)c1c(C)oc2ccc(NS(=O)(=O)c3cc(C)ccc3C)cc12,31,1.3,-0.1,-4

# Some of these compounds in order of number of heavy atoms, highest first:
Molecule,TEAD-YAP inh,GPR151 ag,FBW7 activator,MITF primary
O=C(Nc1ccc(NC(=O)c2cccc(S(=O)(=O)N3CCCCCC3)c2)cc1)c1ccccc1,-4,0.5,0.7,10
Cc1cccc(C(=O)Nc2ccc3oc(-c4cccc5c(Br)cccc45)nc3c2)c1,-4,-1.8,-0.1,4
COc1cc(/C=C(\C#N)C(=O)Nc2ccc(Cl)cc2)cc([N+](=O)[O-])c1O,8,-1.2,0.9,23
COc1ccccc1OCC(=O)Oc1ccc(C(C)=O)cc1,-4,-0.5,0.6,23
COC(=O)CC1=NN(c2nc3ccccc3s2)C(=O)C1,15,-0.5,-0.2,0

# This is a random part of the collection, and some 3.4% of all compounds hit somewhere here.
